# Screens: PubChem BioAssay, Sanford-Burnham Center for Chemical Genomics
# H9c2 TAG inh – inhibitors of triacylglycerol accumulation, primary screen, cell-based, uHTS, fluorescence, H9c2; H9c2 cells, Nile Red lipid (TAG) fluorescence; cells loaded with 200 µM oleic acid; inhibition, % at 12.5 µM; 0.66% of 230,000 active;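 active means pattern-corrected inhibition of lipid staining of at least 50% with the nuclear-stain viability signal not falling by more than 50%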;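 further: 0% = DMSO wells and 100% = triacsin C control wells; some results filed as inactive read as strong as hits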
# H9c2 TAG inh DAPI viability – recorded beside H9c2 TAG inh, whose call it bears; DAPI nuclei signal change (viability), lower = more cytotoxic, %;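 whole-well DAPI fluorescence read on a plate reader as a viability signal; minus 50 percent equals half of cells still viable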
# * hit, by the source's call. A portion of the library; rates above refer to the full screens.
1	COc1cccc(/C=C/C(=O)c2c(O)cc(C)oc2=O)c1O
2	C=C(C)CN(CC)C(=O)CSc1ccc(S(=O)(=O)N2CCN(Cc3ccccc3)CC2)cn1
3	O=C(COc1ccc(Cl)cc1)Nc1ccc(C(=O)NCc2cccnc2)cc1
4	CC1(NC(=O)c2cccc(S(=O)(=O)N3CCN(c4ccccc4)CC3)c2)CCS(=O)(=O)C1 (configuration not stated)
5	CC1(C)Oc2ccc3ccc(=O)oc3c2-c2cn[nH]c21
6	O=c1c2ccccc2sn1-c1ccc(Cl)cc1Cl
7	CC1=C(C(=O)OCc2ccc(C)cc2)C(c2ccc(O)c([N+](=O)[O-])c2)NC(=O)N1 (configuration not stated)
8	CCOC(=O)NNc1ccc(C(F)(F)F)cn1
9	CC1CCCN(C(=S)Nc2ccc(F)cc2)C1 (configuration not stated)
10	Nc1nc(Nc2ccccc2)sc1C(=O)c1ccccc1
entry no.	1	2	3	4	5	6	7	8	9	10
H9c2 TAG inh	-8.0	-11.9	-8.9	-10.5	1.1	28.3	4.1	-11.2	-4.6	-4.2
H9c2 TAG inh DAPI viability	19.1	3.3	7.7	5.7	-2.5	2.5	-14.8	8.8	-4.9	-0.4

11	Cc1cc(C)c2c(c1)/C(=N/NS(=O)(=O)c1ccc(Br)cc1)CCC2
12	CCOC(=O)C1C(C)=CC(=O)CC1c1ccco1 (configuration not stated)
13	Cc1ccc(CNC(=O)CNS(=O)(=O)c2ccc3nc(C)sc3c2)cc1
14	O=C(NCCC(=O)N1CCCC(C(F)(F)F)C1)c1ccccc1Cl (configuration not stated)
15	O=C(Nc1cccc(OC(F)(F)F)c1)C1Cc2c(-c3ccc(Cl)cc3)ccnc2O1 (configuration not stated)
16	CCCCN1C(=O)C(NC(C)=O)c2cc(Br)ccc21 (configuration not stated)
17	CN(C)S(=O)(=O)c1cc(C(=O)Nc2ccccc2C(=O)NC2CC2)ccc1Cl
18	Cc1ccc(/C=C/C(=O)N2CC(=O)Nc3ccccc32)o1
19	O=C(Nc1ccc(Oc2cccnc2)cc1)C1CCN(Cc2ccc(F)cc2)CC1
20	Cn1nc(C(F)(F)F)cc1-c1ccc(/C=C(\C#N)C(=O)c2ccccc2)s1
entry no.	11	12	13	14	15	16	17	18	19	20
H9c2 TAG inh	11.3	-43.9	-12.8	-5.1	-37.5	0.3	-1.1	6.0	-7.1	-0.1
H9c2 TAG inh DAPI viability	-8.3	4.6	1.4	2.7	-15.3	-7.5	-3.2	-11.2	-4.3	-0.5

# Whole records, quoted from the list. Values in the order: H9c2 TAG inh | H9c2 TAG inh DAPI viability
# Cc1cc(C)c2c(c1)/C(=N/NS(=O)(=O)c1ccc(Br)cc1)CCC2 is entered as 11.3 | -8.3
# CCCCN1C(=O)C(NC(C)=O)c2cc(Br)ccc21 (configuration not stated) is entered as 0.3 | -7.5
# O=C(Nc1cccc(OC(F)(F)F)c1)C1Cc2c(-c3ccc(Cl)cc3)ccnc2O1 (configuration not stated) is entered as -37.5 | -15.3
# CN(C)S(=O)(=O)c1cc(C(=O)Nc2ccccc2C(=O)NC2CC2)ccc1Cl is entered as -1.1 | -3.2
# Cn1nc(C(F)(F)F)cc1-c1ccc(/C=C(\C#N)C(=O)c2ccccc2)s1 is entered as -0.1 | -0.5

# Three of these compounds, reformatted.
item | SMILES | H9c2 TAG inh | H9c2 TAG inh DAPI viability
19 | O=C(Nc1ccc(Oc2cccnc2)cc1)C1CCN(Cc2ccc(F)cc2)CC1 | -7.1 | -4.3
9 | CC1CCCN(C(=S)Nc2ccc(F)cc2)C1 (configuration not stated) | -4.6 | -4.9
14 | O=C(NCCC(=O)N1CCCC(C(F)(F)F)C1)c1ccccc1Cl (configuration not stated) | -5.1 | 2.7

# Additional records follow:
21	CCn1c(COc2ccc(=O)n(-c3ccccc3)n2)nnc1SC
22	COc1ccc2cc(CCNC(=O)C(C)C)c(=O)[nH]c2c1
23	CC[C@@H](C)[C@H](NC(=O)OCc1ccccc1)c1nnc([C@@H](NC(=O)OCc2ccccc2)[C@@H](C)CC)o1
24	S=C(c1cn(Cc2ccccc2)c2ccccc12)N1CCOCC1
25	Cc1cc2cc(C#N)c(NCCNC(=S)NCCCN3CCOCC3)nc2cc1C
26	COc1cc(C(Nc2ccc(S(=O)(=O)NCC3CCCO3)cc2)C(=O)NC(C)(C)C)cc(OC)c1OC (configuration not stated)
27	COc1ccc(-c2sc3ccccc3c2-c2ccc(OCCN3CCCCC3)cc2)cc1
28	CCN(CC(=O)Nc1ccc(NC(C)=O)cc1)C(=O)/C=C/c1ccccc1
29	COc1cc(SC)ccc1C(=O)N(C)CC(=O)Nc1cccc2ccccc12
30	CCN(C(=O)CSc1nc2ccc([N+](=O)[O-])cc2s1)C1CCS(=O)(=O)C1 (configuration not stated)
entry no.	21	22	23	24	25	26	27	28	29	30
H9c2 TAG inh	3.6	7.9	26.1	-23.0	12.0	2.3	47.2	-7.1	-2.6	-9.5
H9c2 TAG inh DAPI viability	-5.6	-9.6	0.2	-8.7	53.5	5.8	-33.6	0.1	8.8	5.8

31	COCc1nnc(NC(=O)CC(C)c2ccccc2)s1 (configuration not stated)
32	O=C(Cc1c[nH]c2ccccc12)N1CCN(S(=O)(=O)c2ccc(F)cc2)CC1
33	Cc1ccc(C(=O)N2CCCCC2)cc1S(=O)(=O)N1CCOCC1
34	N#Cc1ccccc1OCC(=O)Nc1cccc(S(=O)(=O)N2CCCCCC2)c1
35	Cc1ccccc1CN1C[C@@H]2C[C@@H](c3cn(C)nc3-c3ccccc3)N3CCC[C@@]23C1=O
36	CCOC(=O)/C=C1/SCC(=O)N1CCOc1cccc(Br)c1
37	COc1ccccc1CNC(=O)COC(=O)COc1ccccc1F
38	O=C(Nc1cccn(Cc2ccccc2)c1=O)NC1CCCCC1
39	CCNC(=S)Nc1ccc2c(c1)oc1ccccc12
40	O=C1c2ccccc2NC(c2ccc(Cl)cc2Cl)N1Cc1ccccc1 (configuration not stated)
entry no.	31	32	33	34	35	36	37	38	39	40
H9c2 TAG inh	-9.0	-37.0	17.3	-4.9	-11.3	11.2	-3.0	4.4	-8.7	-8.3
H9c2 TAG inh DAPI viability	2.0	-26.8	-1.7	-13.2	-6.0	-0.8	-7.5	2.3	-1.0	16.7

41	CCOC(=O)C1C(c2ccc([N+](=O)[O-])cc2)C2C(=O)NN=C2CC1(C)O (configuration not stated)
42	COC(=O)c1c(N)n(CCCN2CCOCC2)c2nc3ccccc3nc12
43	N#Cc1ccc(C(c2nnnn2Cc2ccccc2)N2CCCC2)cc1 (configuration not stated)
44	C=C(C)CN(CC)C(=O)c1ccc(OC2CCN(S(=O)(=O)N(C)C)CC2)cc1
45	CCOc1cc2[nH]c(=S)n(CCCN3CCN(C)CC3)c(=O)c2cc1OCC
46	COc1ccc(NC(=O)/C=C/C(=O)O)c([N+](=O)[O-])c1
47	O=C(O)CSc1nnc(Cc2ccccc2)n1-c1ccccc1
48	CC(C)N(Cc1nc(-c2ccccc2)no1)C(=O)c1ccc([N+](=O)[O-])cc1
49	COc1ccc2[nH]c3c(=O)n4c(nc3c2c1)SCC4
50	CCCCC(c1nnnn1CCOC)N1CCN(CC)CC1 (configuration not stated)
entry no.	41	42	43	44	45	46	47	48	49	50
H9c2 TAG inh	-9.3	-14.0	26.4	-7.9	15.6	-2.8	-16.0	-17.0	-3.6	12.8
H9c2 TAG inh DAPI viability	16.9	64.6	-11.9	82.6	-3.5	5.2	10.4	3.3	4.5	-10.9

51	COc1ccccc1C1OCC(C)(C)CO1
52	Brc1ccc(-c2nc3ncccn3c2NC2CCCCC2)o1
53	CCN(CC)Cc1cc(NC2=NS(=O)(=O)c3ccccc32)ccc1OC(=O)C(C)C
54	CC(C)(C)c1ccc(NC(=O)COC(=O)c2ccc(CN3CCCC3=O)cc2)cc1
55	O=S(=O)(c1ccccc1)C1(C2CC(c3ccccc3)=NO2)CC(O)C1 (configuration not stated)
56	CC(C)CC(=O)NC(c1cccs1)c1ccc2cccnc2c1O (configuration not stated)
57	COc1ccc(C(=O)NC(=S)NNC(=O)c2ccncc2)cc1Br
58	C=CCc1ccccc1OCCn1nnc2ccccc21
59	O=c1cc(N/N=C/c2ccccc2)[nH]c(=O)[nH]1
60	COc1cc(OC)cc(-c2nc(-c3cccs3)no2)c1
entry no.	51	52	53	54	55	56	57	58	59	60
H9c2 TAG inh	-0.3	-1.9	-7.9	10.7	2.5	79.2	3.9	-4.0	30.0	-12.6
H9c2 TAG inh DAPI viability	2.8	11.4	1.3	-4.1	0.8	-62.4	1.6	2.2	-7.7	4.0

61	COCC1CCN(C(=O)c2ccc(OC)c(OC3CCN(C(C)C)CC3)c2)CC1
62	CC(C)NS(=O)(=O)c1ccc(CCC(=O)N2CCc3ccccc3C2)cc1
63	CC1CCC(C(C)C)C(OCC(O)CNC(C)(C)C)C1 (configuration not stated)
64	CCCCn1c(N)c(N(CCOC)C(=O)COC(=O)CCOc2ccccc2C)c(=O)[nH]c1=O
65	CCn1nc(CC(=O)Nc2nnc(CC(=O)N3CCCCC3)s2)c2ccccc2c1=O
66	Cc1ccc(-n2c(SCC(=O)NCC3CCCO3)nc3n[nH]c(C)c3c2=N)cc1Cl (configuration not stated)
67	Cn1c(Cn2c3ccccc3c3ccccc32)n[nH]c1=S
68	Cc1cc2cc3c(cc2nc1SCC(=O)Nc1nc(C)c(C)s1)OCO3
69	C(=Nc1cccc2c(N=Cc3ccco3)cccc12)c1ccco1
70	Cc1ccccc1N(CC(=O)O)S(C)(=O)=O
entry no.	61	62	63	64	65	66	67	68	69	70
H9c2 TAG inh	4.4	9.7	26.5	2.2	9.7	26.7	-7.8	8.4	-3.1	2.2
H9c2 TAG inh DAPI viability	-9.9	-3.0	8.1	0.1	-12.0	-14.3	-3.2	0.5	-6.9	-0.2

71	COCCN1C(=O)N(c2cccc(OC)c2)C(=O)C1CC(=O)Nc1ccc(OC)cc1 (configuration not stated)
72	CCO[C@H]1OC(C(=O)N2CCOCC2)=C[C@@H](c2coc3ccccc3c2=O)[C@@H]1CCCO
73	CN(CC(=O)Nc1cccc(F)c1)C(=O)c1cn(-c2ccccc2)nc1-c1ccc(F)cc1
74	CCN(CC(=O)NCc1cccs1)C(=O)c1ccc(S(=O)(=O)N(C)C)cc1
75	Cn1cccc1C(=O)OCc1nc2ccccc2c(=O)[nH]1
76	CC(=O)Nc1ccc(-c2ccnc3c2CC(C(=O)NCc2ccco2)O3)cc1 (configuration not stated)
77	CC(C)n1ncc2c(C(=O)Nc3ccc(CC#N)cc3)cc(C3CC3)nc21
78	CC(OC(=O)CNC(=O)c1ccc2ccccc2c1)C(=O)NC1CCCCC1C (configuration not stated)
79	NS(=O)(=O)c1ccc(CCNC(=O)CSc2ccsc2[N+](=O)[O-])cc1
80	COc1ccccc1NC(=O)C(C)Sc1nccn1C (configuration not stated)
entry no.	71	72	73	74	75	76	77	78	79	80
H9c2 TAG inh	-3.5	8.5	19.7	-1.9	0.1	24.9	3.4	-9.0	-1.9	8.8
H9c2 TAG inh DAPI viability	5.0	1.8	-3.6	-1.5	2.7	-20.6	-5.9	2.4	1.2	2.1

81	O=C(COC(=O)c1cccnc1Cl)NCc1ccco1
82	Cc1cccc(C)c1N1CCN(C(=O)Cn2cncn2)CC1
83	Fc1ccc(N2N=C(c3cccs3)CC2c2ccccc2)cc1 (configuration not stated)
84	Brc1cc2c(cc1C1OCCCO1)OCO2
85	O=S(=O)(Nc1ccccc1O)c1cccc2cccnc12
86	COc1ccc(CC(=O)N2CCN(c3ccc(C4=NNC(=O)CC4C)cc3)CC2)cc1 (configuration not stated)
87	C=CCSc1ncc(-c2ccccc2)cn1
88	Cc1cc(C(=O)N/N=C2\CC(=O)CC(C)(C)C2)c2ccccc2n1
89	Cc1cc(NC(=O)C2C3C(=O)N(CCC(C)C)C(C(=O)NCc4ccccc4)C34C=CC2(C)O4)no1 (configuration not stated)
90	CCCS(=O)(=O)NC(=O)C1(C)CCCN(C(=O)c2cc(C)on2)C1 (configuration not stated)
entry no.	81	82	83	84	85	86	87	88	89	90
H9c2 TAG inh	1.9	-2.3	-33.2	6.0	4.6	12.6	1.3	14.5	-11.9	-10.4
H9c2 TAG inh DAPI viability	2.0	4.1	162.8	7.6	-12.2	-8.5	-5.5	6.5	6.9	-2.8

91	Cn1c(Cc2cccs2)nnc1SCC(=O)N1CCCc2ccccc21
92	Cn1nc(-c2ccccn2)nc2c(=O)n(C)c(=O)nc1-2
93	CC1(C(=O)Nc2cccc(Oc3ccccc3)c2)CCN1Cc1ccccc1OC(F)F (configuration not stated)
94	CC(=O)Nc1ccc2c3c(ccc([N+](=O)[O-])c13)CC2
95	Cc1ccc(NC(=O)Nc2cccc(Cl)c2)c(C(=O)O)c1
entry no.	91	92	93	94	95
H9c2 TAG inh	-7.6	118.0	-10.5	5.4	1.2
H9c2 TAG inh DAPI viability	-5.2	-74.4	-0.7	-3.5	-0.8
